Screening results deposited in PubChem by Sanford-Burnham Center for Chemical Genomics.
APOBEC3G inh = APOBEC3G (human) deaminase inhibition; recombinant A3G, ssDNA deamination FAM/TAMRA fluorescence; inhibition, % at 20 µM; hit rate 0.28% among 330,000; Q9HC16; AID 493012;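 active = inhibition of at least 40% at 20 µM, with no more than 30% in the related APOBEC3A deaminase screen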;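 note: plate controls were DMSO wells with A3G for no effect and wells lacking A3G enzyme for full effect; some compounds called inactive have numbers as strong as hits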
SENP8 block-1 = SENP8 protease inhibition; purified SENP8, Z-RLRGG-aminoluciferin cleavage, luminescence; inhibition, % at 10 µM; hit rate 1.2% among 330,000; AID 2540; in the data active = inhibition above about 50%
SENP8 block-2 = SENP8 (human) protease inhibition; AID 602440; hit rate 0.64% among 360,000; inhibition, % at 20 µM; recombinant SENP8, Nedd8 substrate fluorescence; in the data active = inhibition mostly above about 40%, no sharp cut-off; inactive = mostly below about 27%
UBC13 inh = inhibitors of human UBC13 polyubiquitin chain formation | AID 485273 | TR-FRET | hit rate 0.47% among 330,000 | inhibition, % at 20 µM; in the data active = inhibition above about 45%, passing the limit was not always enough
SENP1 inh = SENP1 (human) catalytic domain inhibition; Q9P0U3; recombinant SENP1 catalytic domain, CyPet-SUMO1-YPet FRET cleavage; inhibition, % at 10 µM; hit rate 0.21% among 360,000; AID 624204;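 active = inhibition at least 30% at 10 µM, raw YFP signal under a set limit, fluorescence ratio 0.5 to 1.5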;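 note: 0% = enzyme with DMSO and 100% = no enzyme wells; some results filed as inactive read as strong as hits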
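System: Recombinant human SENP1 catalytic domain, His6-tagged | Incubation: Enzyme reaction for 50 min at room temperature, dark | Medium: Tris pH 8 with BME, BSA, NP40 and catalase | Also added: 25 nM SUMO1 FRET substrate | Compound: 10 µM single point, 0.5% DMSO | Measured by: FRET fluorescence in CFP and YFP emission channels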
Apaf-1 inh = blocks human Apaf-1 apoptosome activity. O14727. inhibition, % at 20 µM. AID 489030. hit rate 0.71% among 330,000. reconstituted apoptosome caspase-3 activity, DEVD-Rh110 fluorescence; active = inhibition of at least 40% at 20 µM;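 note: plate controls were DMSO wells for no effect and DEVD-CHO caspase inhibitor wells for full effect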
Target sequence (O14727 whole entry, looked up): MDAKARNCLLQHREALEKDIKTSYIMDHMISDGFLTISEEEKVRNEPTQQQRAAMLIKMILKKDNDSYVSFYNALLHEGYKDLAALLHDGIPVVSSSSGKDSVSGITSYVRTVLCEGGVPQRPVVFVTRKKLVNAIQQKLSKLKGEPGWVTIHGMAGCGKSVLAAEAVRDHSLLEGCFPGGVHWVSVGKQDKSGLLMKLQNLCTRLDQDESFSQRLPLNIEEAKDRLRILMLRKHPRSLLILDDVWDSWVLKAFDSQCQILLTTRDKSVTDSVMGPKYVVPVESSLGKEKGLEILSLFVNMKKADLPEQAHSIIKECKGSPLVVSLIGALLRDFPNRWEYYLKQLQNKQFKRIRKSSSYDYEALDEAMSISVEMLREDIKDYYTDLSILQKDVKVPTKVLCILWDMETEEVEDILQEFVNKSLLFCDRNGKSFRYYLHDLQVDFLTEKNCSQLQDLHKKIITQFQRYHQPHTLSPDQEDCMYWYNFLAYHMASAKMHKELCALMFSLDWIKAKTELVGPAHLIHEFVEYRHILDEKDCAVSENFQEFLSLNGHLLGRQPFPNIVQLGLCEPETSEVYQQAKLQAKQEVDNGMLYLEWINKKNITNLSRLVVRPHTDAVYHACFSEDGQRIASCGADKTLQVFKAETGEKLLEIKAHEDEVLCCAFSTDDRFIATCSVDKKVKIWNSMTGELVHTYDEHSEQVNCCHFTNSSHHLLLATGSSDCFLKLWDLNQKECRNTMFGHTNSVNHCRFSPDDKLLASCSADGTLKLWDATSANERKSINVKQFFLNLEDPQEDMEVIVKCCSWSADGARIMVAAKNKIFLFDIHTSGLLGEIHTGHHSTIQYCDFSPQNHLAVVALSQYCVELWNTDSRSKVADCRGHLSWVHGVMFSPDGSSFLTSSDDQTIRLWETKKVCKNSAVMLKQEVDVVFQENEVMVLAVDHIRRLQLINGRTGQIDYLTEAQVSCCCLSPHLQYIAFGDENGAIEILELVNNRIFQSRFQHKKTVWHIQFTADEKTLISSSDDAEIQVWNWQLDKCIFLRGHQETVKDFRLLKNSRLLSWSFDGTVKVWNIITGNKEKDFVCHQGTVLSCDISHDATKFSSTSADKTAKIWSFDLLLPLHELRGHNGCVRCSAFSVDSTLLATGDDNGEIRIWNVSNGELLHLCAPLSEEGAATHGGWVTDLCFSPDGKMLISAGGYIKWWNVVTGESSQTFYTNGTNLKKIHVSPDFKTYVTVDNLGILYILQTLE
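System – cell-free apoptosome with Apaf-1, procaspase-3 and caspase-9 · Buffer or medium – pH 7.5 Hepes buffer with CHAPS, BSA, DTT · Also added – cytochrome c with DEVD-Rh110 · Times – 30 min compound preincubation, 50 min activation, room temperature · Technique – Rh110 fluorescence intensity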
SENP6 block = inhibitors of human SENP6 protease. Q9GZR1. Recombinant SENP6 catalytic domain, aminoluciferin luminescence. inhibition, % at 10 µM. hit rate 1.8% among 330,000. AID 2599;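 active = inhibition above about 50% at the single tested dose, limit read from the data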;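 note: plate controls were DMSO wells with enzyme for no effect and DMSO wells lacking enzyme for full effect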
SENP7 inh = blocks the human protease SENP7; Q9BQF6; recombinant SENP7, Z-RLRGG-aminoluciferin luminescence, 40 min; inhibition, % at 5 µM; hit rate 1.5% among 330,000;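 active = inhibition above about 50% at the single test dose, limit read from the data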;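 note: plate controls were DMSO with enzyme for no effect and no enzyme buffer wells for full effect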
Starred values were filed as active, the others as inactive; . = not tested or not shown. An unsorted share of the library, and some 3.6% of all compounds hit somewhere here.

smiles	APOBEC3G inh	SENP8 block-1	SENP8 block-2	UBC13 inh	SENP1 inh	Apaf-1 inh	SENP6 block	SENP7 inh
CC1(C)CC(=O)C(CC(=O)NC(=O)NCc2ccccc2)=C(O)C1	-2	7	14	6	-1	-2	-4	5
CCOC(CNC(=O)CCc1c(C)nc2nc(C)nn2c1C)OCC	-6	2	30	1	1	1	-4	-1
O=C(CCCN1CCC(c2ccccc2)C1)c1ccc2c(c1)OCCO2 (stereo unspecified)	3	5	11	30	1	4	-39	-10
O=C1/C(=C/c2cccc(F)c2)CSc2sccc21	-3	-11	27	9	5	13	-23	8
CC(C)Cn1cc(C(=O)NCCCN2CCC(C)CC2)c2c3ccccc3n(C)c2c1=O	-5	-4	-409	76*	1	-16	-8	4
O=C(O)c1cn(Cc2ccccc2)nc1-c1cccnc1	-4	5	14	1	1	-13	-10	4
CCN(c1ccccc1)S(=O)(=O)c1ccc(C(=O)Nc2cccc(C)n2)cc1	-4	-2	20	9	0	14	3	1
S=C(NCc1ccco1)NC1CCCc2ccccc21 (stereo unspecified)	-8	-2	-36	-14	-40	-9	-30	-9
COCCn1c(SCC(=O)N2CCC(C)CC2)nc2c(c1=O)SCC2	-6	10	2	-2	-5	1	13	9
COc1ccc(NC(=O)CC2C(=O)N(c3cccc(OC)c3)C(=O)N2Cc2ccco2)cc1 (stereo unspecified)	-1	0	6	0	2	-5	-14	0

Filtered by structure: those above with two or more sulfur atoms
smiles	APOBEC3G inh	SENP8 block-1	SENP8 block-2	UBC13 inh	SENP1 inh	Apaf-1 inh	SENP6 block	SENP7 inh
O=C1/C(=C/c2cccc(F)c2)CSc2sccc21	-3	-11	27	9	5	13	-23	8
COCCn1c(SCC(=O)N2CCC(C)CC2)nc2c(c1=O)SCC2	-6	10	2	-2	-5	1	13	9

Additional compounds follow:
smiles	APOBEC3G inh	SENP8 block-1	SENP8 block-2	UBC13 inh	SENP1 inh	Apaf-1 inh	SENP6 block	SENP7 inh
CCCN(CCC)S(=O)(=O)c1ccc(C(=O)Nc2nc(-c3ccccc3)c(C(=O)OCC)s2)cc1	1	2	-91	4	-2	-2	-6	2
Cc1[nH]c(=O)[nH]c(=O)c1S(=O)(=O)N1c2ccc(F)cc2CCC1C (stereo unspecified)	-1	9	-4	0	0	1	6	1
CC1(C)CC(=O)C2=C(C1)OC(N)=C(C#N)C2c1ccc2c(c1)OCO2 (stereo unspecified)	-5	15	9	-9	-4	13	4	3
COc1ccc(NC(=O)CN(C)C(=O)CNC(=O)c2ccc3ccccc3c2)cc1	-5	5	3	5	2	16	27	36
CN1CCN(c2ccc(S(=O)(=O)Nc3ccccc3)cc2[N+](=O)[O-])CC1	-3	0	14	-5	2	2	-4	2
CC1(c2nnc(Cc3ccccc3)o2)CC(c2cccc([N+](=O)[O-])c2)=NO1 (stereo unspecified)	0	0	6	-6	0	-2	0	0
CCc1ccc(C(=O)NC(=S)Nc2ccc3c(c2)OCCO3)cc1	-2	-7	13	11	-2	10	12	-15
CCN(c1ccccc1C)S(=O)(=O)c1cc2c3c(c1)CCN3C(=O)CC2	-6	4	0	0	-1	5	6	-6
O/N=C1\CCC\C1=C/c1ccco1	4	-2	-16	1	-20	-14	-3	1
N#Cc1c(NC(=O)CCn2cnc3ccccc3c2=O)oc(-c2ccccc2)c1-c1ccccc1	-6	3	-81	-3	1	17	-31	-4
O=C(c1cccs1)n1nc(-c2ccco2)nc1SCc1ccccc1	-11	-2	.	11	.	-6	-6	5
O=C(CCCOc1ccc(Cl)cc1)N1CCCCCC1	0	-5	-1	8	0	15	-15	6
Cc1nnc(N(C)C(=O)c2ccc3c(c2)OCO3)s1	-4	4	16	-14	1	-9	8	5
O=C(NCCN1CCOCC1)c1ccc(CS(=O)(=O)Cc2ccccc2F)o1	1	-6	22	5	1	5	-23	10
CSc1ncc(S(=O)(=O)c2ccccc2)c(=O)[nH]1	-8	12	12	4	-1	4	23	2
COc1cc(/C=C(\C#N)C(=O)Nc2cccc(C(=O)O)c2)ccc1OCc1ccc(C)cc1	-11	-1	6	-15	-3	8	27	0
Cc1ccc(S(=O)(=O)CCC(=O)Nc2nnc(-c3ccccc3S(C)(=O)=O)o2)cc1	4	2	-235	0	0	-2	0	9
C=CCNC(=O)CCNS(=O)(=O)c1ccc(Br)cc1	-5	8	16	5	-2	-16	14	6
COc1ccc(C(=O)NC(CC(=O)O)c2cc([N+](=O)[O-])ccc2Cl)cc1 (stereo unspecified)	0	3	14	-4	1	1	2	1
Cc1ccc(CCNC(=O)C2CCN(S(=O)(=O)c3ccc4c(c3)NC(=O)CO4)CC2)cc1	-9	5	2	-4	0	3	-2	2
COc1ccc(CCC(=O)NCc2cn3ccc(C)cc3n2)cc1	3	1	-63	7	-36	7	-4	0
COc1ccc(C2CC(=O)Oc3cc(C)cc(C)c32)cc1 (stereo unspecified)	3	.	3	.	1	24	.	10
CCOC(=O)c1c(NC(=O)CSc2nnnn2-c2ccc3c(c2)OCCO3)sc(C)c1C	0	2	1	-9	-2	20	-32	-5
COc1ccc(-n2nc(C(=O)NCC(=O)N3CC(C)CC(C)C3)c3ccccc3c2=O)cc1OC (stereo unspecified)	4	-2	-59	0	2	12	-16	-2
CCc1cc2c(N=Nc3c(O)[nH]c4ccccc34)ncnc2s1	-11	-6	21	-21	59*	9	1	0
Cc1ccn2c(=O)c(NC(=O)c3cccc4ccccc34)c(C)nc2c1	-11	-7	-135	-7	1	7	-11	8
O=C(c1cc([N+](=O)[O-])ccc1N1CCCCC1)N1CCCCC1	-1	9	14	-15	-2	-3	-2	5
COc1ccc(CCNC(=O)C(=O)NCC2OCCN2S(=O)(=O)c2cccs2)cc1 (stereo unspecified)	-8	1	-4	3	-1	3	-15	7
Cc1cc(OCC(=O)Nc2ccc(N3CCN(C)CC3)cc2)ccc1Cl	-6	7	5	8	-1	18	6	0
CCc1cc2c(-c3ccccc3)cc(=O)oc2cc1OC(C)C(=O)NCC1CCC(C(=O)O)CC1 (stereo unspecified)	15	-2	-5	-10	1	12	18	1
COc1cccc(-n2nnnc2SCC(=O)Nc2nc3c(s2)CCCC3)c1	1	4	20	-1	-4	29	2	8
O=c1c2ccccc2nc2n1CCc1c-2[nH]c2ccccc12	0	48	-378	-4	-2	2	64*	89*
COc1ccc(-c2nnc(NC(=O)c3ccccc3[N+](=O)[O-])s2)c(OC)c1	4	2	-2	-12	2	-4	0	9
COc1cc(OC)cc(C(=O)Nc2cccnc2)c1	-6	0	5	4	1	-4	18	8
O=C(c1n[nH]c(=O)c2ccccc12)N1CCN(c2ccc(F)cc2)CC1	17	-6	32	-20	0	8	-2	-2
CC(=O)c1sc(C(=O)O)c(-c2ccco2)c1-c1ccco1	68	-4	6	-9	4	12	-23	-2
O=C(NC(=S)NC1CCN(Cc2ccccc2)CC1)c1ccc(F)cc1	-11	-7	22	0	-5	8	-29	-9
CCOc1ccc(CN2CCNC(=O)C2CC(=O)NCCc2ccccn2)cc1 (stereo unspecified)	-2	-6	-9	-8	-4	2	-20	1
COC(=O)c1[nH]c2cc(C)ccc2c1NC(=O)CN1CCOCC1	-3	9	-343	0	4	-23	-4	-2
CNc1nc(N/N=C/c2cc3c(cc2[N+](=O)[O-])OCO3)nc(Nc2ccccc2)n1	-9	-7	30	-27	7	7	-19	-10
CC1=N/C(=C\c2ccc([N+](=O)[O-])cc2)C(=O)N1c1ccc(F)cc1F	-10	-18	-10	-15	0	14	2	-6
Cc1cc(N2CCCC2=O)c(N)cc1N	-2	-4	23	-5	1	-6	-14	-4
Cc1ccc(C(=O)O)cc1NC(=O)CN1C(=O)C2C3c4ccccc4C(Br)(c4ccccc43)C2C1=O (stereo unspecified)	-7	-10	26	-7	-3	14	-16	-11
O=C(O)Cc1ccc2c(c1)N(S(=O)(=O)c1cccc(C(F)(F)F)c1)CC(C(=O)O)O2 (stereo unspecified)	-1	-6	17	-7	0	4	-15	-5
CCn1c(-c2ccccn2)nc2cc(S(=O)(=O)N(C)C)ccc21	-8	-1	10	5	-1	-3	0	-5
C=CCn1c(SCCC)nc2sc3c(c2c1=O)CCc1ccccc1-3	-5	-7	-23	-5	-1	16	-9	-6
CCCCC(NS(=O)(=O)c1ccc(C)cc1)C(=O)Oc1ccc2c3c(c(=O)oc2c1)CCC3 (stereo unspecified)	-4	-13	-289	13	-91	7	-5	-3
O=C(Nc1ccc(Br)cc1)c1ccco1	4	15	10	4	1	-4	1	6
Cc1ccc(C(=O)NCc2ccc(Cl)c(Cl)c2)o1	-3	2	5	8	-2	14	-6	0
COc1ccc(OC)c(NC(=O)c2nnn(Cc3ccc(Br)cc3F)c2N)c1	-7	-1	-33	19	1	-7	-1	-3

Remaining list, next part:
smiles	APOBEC3G inh	SENP8 block-1	SENP8 block-2	UBC13 inh	SENP1 inh	Apaf-1 inh	SENP6 block	SENP7 inh
CN(C)S(=O)(=O)c1ccc(Cl)c(NC(=O)COC(=O)c2ccc3c(c2)NC(=O)CS3)c1	-5	-5	-8	-7	0	9	-7	0
CCN1C(=O)/C(=C\N2CCN(C)CC2)SC1=S	-9	-3	29	-1	0	-5	-14	-7
Cc1ccc(NC(=O)COC(=O)COc2cccc3c2OC(C)(C)C3)cc1C	-9	-6	2	9	0	6	-5	4
CC(C)CNC(=O)c1ccc(Cl)c(NC(=O)COc2ccccc2)c1	-5	7	.	4	.	4	10	3
O=C(CNC(=O)c1ccc(Br)o1)NCCc1ccc(F)cc1	-4	-6	7	-5	1	2	-9	-9
Cc1ccc(Cn2c(=N)n(CC(O)c3ccco3)c3ccccc32)cc1 (stereo unspecified)	-4	8	-5	15	-11	-13	1	1
O=C(CCNC(=O)c1ccc([N+](=O)[O-])cc1)Nc1ccccc1N1CCOCC1	-7	0	14	-2	2	2	7	3
c1cncc(Nc2c3ccccc3nc3ccccc23)c1	-4	6	-16	-23	-41	6	11	3
Cc1cc(C)cc(NC(=O)N2CCN(S(C)(=O)=O)CC2)c1	-2	-5	5	-7	0	-3	11	-12
CCC(C)n1c(/C=C/c2ccccc2)nc2ccccc21 (stereo unspecified)	-5	4	-395	14	1	-2	3	6
O=C(CSc1ncccn1)N1CCN(S(=O)(=O)c2ccccc2)CC1	-9	-8	13	-5	-1	-11	11	-8
Cc1occc1C(=O)NNC(=O)Nc1ccc(F)cc1F	-1	-1	12	7	1	-12	-8	9
O=C(Nc1nnc(SCC(=O)N2CCCc3ccccc32)s1)c1ccccc1	-4	-7	1	4	2	3	19	2
COc1ccc(NC(=O)CCNC(=O)C2CCN(S(=O)(=O)c3ccc(F)cc3)CC2)cc1OC	-2	11	11	1	3	4	3	0
CCn1c(=O)c2cc(C(=O)NCCN3CCOCC3)sc2c2ccccc21	-5	1	-461	33	-1	4	-21	2
Cc1ccc(C)c(S(=O)(=O)N2CCCC2CNC(=O)C(=O)NCc2ccccc2C)c1 (stereo unspecified)	-7	-2	4	1	1	21	-2	-8
CN(c1cccc(NC(=O)c2ccccc2N(C)S(C)(=O)=O)c1)S(C)(=O)=O	-6	-4	9	-2	2	6	-10	-8
O=C(N/N=C/c1cccc(OC(=O)c2ccco2)c1)c1ccc(F)cc1	-3	-4	11	-9	3	0	26	14
Cc1onc(-c2ccccc2)c1-c1nnc(CN2CCN(S(=O)(=O)c3ccccc3)CC2)o1	-6	0	12	9	-1	1	2	-12
CCSc1nnc(CCNC(=O)OC(C)(C)C)o1	-7	-6	28	-15	1	2	-8	-11
